Tat export inh: inhibitors of E. coli Tat protein transport. E. coli MC4100 TorA-mCherry Tat export, fluorescence. inhibition, % at 10 µM. hit rate 0.036% among 340,000. AID 488895;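 active = mean replicate inhibition at least 50% and at least half of replicates individually reaching 50%; inconclusive = only one of the two criteria met; inactive = neither criterion met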;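 also: exported cargo escapes ClpAP degradation while cytoplasmic cargo is degraded and loses fluorescence; 0% = median of neutral control wells and 100% = median of NaSCN control wells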
CAL PDZ FP-1: blocks peptide binding to human CAL PDZ domain | AID 504414 | hit rate 0.02% among 330,000 | inhibition, % at 20 µM | purified CAL PDZ, TMR-peptide fluorescence polarization, 1 h | Q9HD26;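 active = highest replicate inhibition of at least 40%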;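 also: plate controls were DMSO neutral control wells for no effect and unlabeled competitor peptide control wells for full effect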
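Material: tagged CAL PDZ domain; buffer or medium: 25 mM sodium phosphate pH 7.4, 150 mM NaCl, TCEP, IgG, Thesit; compound dosing: single point, 20 µM; schedule: 1 h incubation at room temperature before polarization reading; measured by: FP readout, S and P plane fluorescence; read-out basis: percent inhibition from loss of millipolarization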
AddAB inh: less growth of phage-infected E. coli with AddAB; E. coli expressing H. pylori AddAB, absorbance growth; inhibition, % at 11.9 µM; hit rate 0.29% among 330,000; AID 435030; in the data active = inhibition above about 12%;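 also: 0% = vehicle wells of infected cells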
SR-BI DiI inh: mouse SR-BI HDL lipid transfer inhibition; ldlA[mSR-BI] CHO cells, DiI-HDL uptake fluorescence, 3 h; hit rate 0.96% among 320,000; inhibition, % at 12.5 µM; AID 488896; Q61009;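 active = mean replicate inhibition of at least 70% and a set share of replicates each scoring 70 or more; inconclusive = meets just one of the two criteria; inactive = fails both criteria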;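 also: 0% = median of neutral control wells and 100% = median of positive control wells; values of inactives mirror those of a sister screen read the other way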
Target sequence (Q61009 whole entry, looked up): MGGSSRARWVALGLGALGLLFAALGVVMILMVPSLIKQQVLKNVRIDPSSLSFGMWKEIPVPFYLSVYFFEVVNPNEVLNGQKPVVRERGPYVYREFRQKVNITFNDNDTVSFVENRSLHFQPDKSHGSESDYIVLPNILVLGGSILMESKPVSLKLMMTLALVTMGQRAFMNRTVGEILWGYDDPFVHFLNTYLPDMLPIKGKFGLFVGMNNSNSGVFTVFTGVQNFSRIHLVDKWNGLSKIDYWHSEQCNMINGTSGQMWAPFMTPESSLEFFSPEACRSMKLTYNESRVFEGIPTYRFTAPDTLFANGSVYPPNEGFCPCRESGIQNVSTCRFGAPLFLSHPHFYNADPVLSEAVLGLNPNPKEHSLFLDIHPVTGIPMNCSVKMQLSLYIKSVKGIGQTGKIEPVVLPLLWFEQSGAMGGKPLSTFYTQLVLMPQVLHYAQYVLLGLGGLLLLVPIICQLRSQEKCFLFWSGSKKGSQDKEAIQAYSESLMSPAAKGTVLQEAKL
CAL PDZ FP-2: blocks peptide binding to the human CAL PDZ domain; AID 602252; purified CAL PDZ, TMR-peptide fluorescence polarization, 1 h; hit rate 0.92% among 300,000; Q9HD26; inhibition, % at 24.9 µM;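 active = mean inhibition of at least 30% with at least half of replicates also reaching 30%; inconclusive = no clear call, values can overlap the other calls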;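 also: 0% = DMSO neutral control and 100% = excess unlabeled competitor peptide PRC23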
E coli growth: reduces bacterial viability in AddAB counter-screen | hit rate 0.27% among 330,000 | inhibition, % at 11.9 µM | AID 449728 | E. coli V3065 growth, OD600 absorbance, 18 h;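 active = inhibition above the campaign's mean inhibition across all tested compounds plus 3 SD, cut at about 9.9% in these data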;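 also: uninfected addAB+ strain grown without phage in ampicillin broth; 0% = DMSO wells and 100% = ciprofloxacin 0.95 µg/ml wells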
Wnt bcat act: activates Wnt/beta-catenin signaling in a reporter cell assay. activator, plate reader. activation, % at 9.35 µM. hit rate 1.2% among 300,000; in the data active = activation above about 30%, passing the limit was not always enough; inconclusive = no clear call, values can overlap the other calls;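 also: 0% = neutral control wells and 100% = positive control wells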
phage Ecoli inh: E. coli growth loss with phage present; growth absorbance; hit rate 0.26% among 360,000; AID 651602; inhibition, % at 11.9 µM; in the data active = inhibition above about 11%
SR-BI uptake up: SR-BI HDL lipid transfer activation. CHO ldlA[mSR-BI] cells, DiI-HDL uptake fluorescence, 3 h; 100 = double the neutral-control signal. hit rate 0.096% among 320,000. activation, % at 12.5 µM;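 active = mean replicate activation of at least 60% and every replicate at or above 60%; inconclusive = mean or all-replicate condition met, but not both; inactive = mean below 60% and not all replicates reaching 60%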;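 also: 0% = median plate neutral-control signal and 100% = twice that signal; values of inactives mirror those of a sister screen read the other way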
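System: LDL receptor-deficient CHO ldlA cells overexpressing murine SR-BI | Timing: 3 h uptake period with compound, 37 °C | Medium: HEPES-buffered (25 mM, pH 7.4) F12 plus 0.5% BSA | Dosing: Single-point compound dose | Signal: Bottom-read fluorescence, 550/595 nm | Read-out: Retained DiI signal reflecting DiI-HDL uptake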
MITF TRPM1 HTS: increases MITF-driven TRPM1 promoter luciferase signal; activation, % at 12.5 µM; hit rate 0.75% among 300,000; SK-MEL-5 TRPM1-promoter luciferase, 24 h; % of positive control, neutral wells = 0;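 active = mean activation of at least 80% with every replicate also reaching 80%; inconclusive = mean reaches 80% but some replicate falls short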;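 also: 0% = neutral control wells and 100% = parthenolide positive control wells; values of inactives mirror those of a sister screen read the other way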
Starred values were filed as active, the others as inactive; ? = inconclusive; . = no result given; & = joins results of further samples. Rows are unselected. About 3.6% of those tested had a hit in this group.

SMILES	Tat export inh	CAL PDZ FP-1	AddAB inh	SR-BI DiI inh	CAL PDZ FP-2	E coli growth	Wnt bcat act	phage Ecoli inh	SR-BI uptake up	MITF TRPM1 HTS
O=C1[C@H]2CC3CCC2(O3)[C@@H]2OCCCN12 (some centres undefined)	9	0.0	2.8	-12	0	-1.0	-3	0.6	12	-4
O=C(NCC(=O)N1CCc2ccccc2C1)c1ccccc1Cl	0	-1.4	.	-10	-4	.	5	4.8	10	.
O=C(COC(=O)CCC(=O)c1ccc(F)cc1)Nc1ccc2[nH]c(=O)[nH]c2c1	-6	0.4	-1.2	-21	-5	0.5	-3	3.3	21	5
C=CCN1C(=O)CSc2ccc(C(=O)NCc3cccs3)cc21	-13	-1.1	0.3	7	2	2.3	-1	0.5	-7	0
COc1ccc(C(=O)OC(C)CN2CCN(C)CC2)cc1OC (centres undefined)	-2	-0.5	2.6	.	-2	-0.7	.	2.7	.	-1
Cc1[nH]nc2c1C(C1CC=CCC1)C(C#N)=C(N)O2 (centres undefined)	-4	-1.6	1.4	21	10	2.4	-1	1.0	-21	-23
COc1ccc(OCC(=O)N2CCN(S(=O)(=O)c3ccc(Cl)cc3)CC2)cc1	6	-0.7	-2.9	17	0	-2.7	.	1.2	-17	7
CC(C)[C@H](NC(=O)OC(C)(C)C)C(=O)N1CCC(C(=O)N[C@@H](C)C(=O)Nc2ccc(F)cc2)CC1	-12	-0.4	-1.7	-33	-1	1.6	0	1.7	33	7
N#Cc1nc(Cc2cccc3ccccc23)oc1NCCN1CCOCC1	2	0.1	-1.4	17	.	-0.2	.	2.7	-17	-4
COc1ccc(OC)c(S(=O)(=O)NNC(=S)Nc2ccc3c(c2)OCO3)c1	13	0.1	2.3	-11	.	1.5	3	3.2	.	2
N#CCCN(CCC#N)c1nnc(-c2ccccc2)s1	-2	-1.2	2.0	-13	-1	0.8	-2	1.9	13	1
O=C(N1CCCC1)C12CC3CC(C1)CC(C(=O)N1CCCC1)(C3)C2	?	-2.1	0.1	-10	1	-2.2	0	2.1	25	-4
CCOC(=O)c1c(C)nc2c(c(SC)nn2-c2ccccc2)c1N	-3	0.5	1.9	10	-1	3.0	2	1.9	-10	1
O=c1c([N+](=O)[O-])c(N2CCOCC2)c2ccccc2n1-c1ccccc1	-17	-0.2	2.0	-4	.	-0.4	-2	4.7	4	1
COc1ccc(C(C)=O)cc1CSc1ccc(S(=O)(=O)N2CCOCC2)cn1	3	-1.5	1.0	31	-5	0.0	-3	-1.2	-31	-1
O=C(CSc1ncn[nH]1)c1ccccc1	-8	-0.5	5.1	-9	-4	2.3	6	1.5	9	.
O=C(O)c1cc(-c2ccc(/C=N/N3C(=O)C4C5C=CC(C6CC56)C4C3=O)o2)ccc1Cl (centres undefined)	-4	-0.7	0.0	-28	-2	1.9	-1	3.0	28	-12
C/C(=C\c1ccccc1)CN1CCN(C)CC1	-1	0.3	3.6	-10	.	-0.3	-2	0.1	10	-10
C[C@H]1COC(=O)[C@@H](CC(=O)OC(C)(C)C)C/C=C\C[C@H](CC(=O)NCCO)C(=O)N1	-8	-1.4	0.6	-36	0	-1.9	-4	3.8	36	6
Cc1cc2nnc(SCC(=O)N3CCCCC3)n2c(N)n1	-3	0.3	4.1	-16	.	1.9	-1	3.0	16	0
COc1ccc(N(CC(=O)Nc2ccccc2Cl)S(=O)(=O)c2ccc(C)cc2)cc1OC	3	-1.2	3.0	-14	-7	2.4	-2	1.2	14	.
Cc1ccc(-c2ccc(=O)n(Cc3cc(C)ccc3C)n2)cc1	9	-0.6	.	1	-6	.	-1	3.0	-1	-15
CCCn1cc(C(CC(=O)O)C(=O)O)c2ccccc21 (centres undefined)	-7	-0.5	-2.3	-11	-3	-2.5	.	3.2	11	-2
CCOC(=O)C1CCN(C(=O)c2ccc(CNS(=O)(=O)c3ccc(OC)cc3)cc2)CC1	-7	-6.2	2.0	-13	1	-0.9	-1	1.4	13	2
CCSc1nc(C)cc(C)c1S(=O)(=O)c1ccccc1C	6	-1.5	0.8	15	-1	0.2	-5	2.3	-15	-4
Going on with the list.
SMILES	Tat export inh	CAL PDZ FP-1	AddAB inh	SR-BI DiI inh	CAL PDZ FP-2	E coli growth	Wnt bcat act	phage Ecoli inh	SR-BI uptake up	MITF TRPM1 HTS
O=C(NC(Cc1ccccc1)C(=O)O)/C(=C/c1cccc([N+](=O)[O-])c1)NC(=O)c1ccco1 (centres undefined)	-4	-1.5	-3.6	.	6	-3.6	1	-1.6	.	2
Cc1cccc(C)c1NC(=O)C1(N2CCN(C(=O)c3ccco3)CC2)CCCCC1	-2	-2.7	2.3	-24	-3	1.8	.	2.8	24	19
Cc1[nH]c2ccccc2c1/C=N/NC(=O)CCC(=O)NCc1ccccc1	-3	1.3	1.2	-8	-4	3.8	7	5.5	8	-17
O=C(Cn1cc(C(F)(F)F)cc(Cl)c1=O)NCCc1ccc(Cl)cc1Cl	-2	-0.5	1.1	.	2	2.1	5	0.1	.	12
CSCC[C@H](N)C(=O)NCC1CCC(C(=O)Nc2ccc3c(c2)OCO3)CC1 (some centres undefined)	-5	-0.7	2.7	36	-2	-1.0	-2	0.8	-36	-2
CCN(C(=O)COC(=O)CSc1ccc(C)cc1C)c1c(N)n(Cc2ccccc2)c(=O)[nH]c1=O	-1	0.5	.	31	.	.	-3	0.1	-31	10
Cc1ccc(S(=O)(=O)N2CCOCC2)cc1NC(=O)COc1ccc2c(C)cc(=O)oc2c1	-2	-2.8	1.0	2	-3	0.9	1	2.0	-2	6
Fc1cccc(F)c1[B-](F)(F)F	5	-1.0	.	.	0	.	-1	-0.6	.	3
COC(=O)C1=C(N)Oc2cc(C)n(CC3CCCO3)c(=O)c2C1c1ccc(Cl)cc1 (centres undefined)	-12	-1.7	1.3	.	-6	0.3	.	2.8	.	3
CC(=O)Nc1ccccc1OCC(=O)NCCc1ccc(Cl)cc1Cl	-8	-2.4	0.7	-14	-21	-1.6	-6	1.0	14	-12
COCCCN1C(=O)C(=O)/C(=C(/O)c2ccc(OC(C)C)c(C)c2)C1c1ccncc1 (centres undefined)	2	0.7	0.2	13	-2	0.0	.	2.6	-13	9
CC1(C)Cc2noc(N)c2C(C)(C)N1OC(=O)c1ccccc1	-2	-0.3	0.3	11	-9	-1.4	5	3.0	-11	-4
O=C(CCC(=O)N1CCOc2ccccc21)NC1CCCCCC1	-3	0.1	1.3	-17	0	-1.8	4	1.8	17	.
CCC(=O)N1c2ccccc2C(N(C(C)=O)c2ccccc2)CC1C (centres undefined)	7	.	2.0	-38	-2	0.6	13	3.5	38	.
COc1cc(NC(=O)C2CCCCC2)c(OC)cc1NC(=O)c1ccco1	?	0.3	2.9	40	-5	-1.5	.	2.1	-40	.
Cc1ccc(S(=O)(=O)N2CCN(c3nc(C(C)C)c4c(c3C#N)CC(C)(C)OC4)CC2)cc1	2	-1.2	2.9	35	-1	2.9	-3&-2	0.2	-35	-23
COc1ccc(C)cc1S(=O)(=O)N1c2ccccc2CC1C (centres undefined)	8	-3.1	-1.0	-13	.	0.9	.	2.2	13	-4
CC1CCN(Cc2nnnn2-c2cccc([N+](=O)[O-])c2)CC1	-3	-1.7	2.5	-5	2	2.2	.	-0.3	5	-19
COc1ccc2[nH]c(=O)c(CN(c3ccccc3)S(=O)(=O)c3ccccc3)cc2c1	-2	-2.7	0.6	2	1	3.8	-1	1.3	-2	-3
c1ccc2oc(-c3csc(NCC4CCCO4)n3)cc2c1 (centres undefined)	-5	-1.2	5.7	3	-8	1.5	-1	2.3	-3	59
O=C(Nc1c2c(nn1-c1ccc([N+](=O)[O-])cc1)CS(=O)(=O)C2)c1cccs1	8	-2.4	-0.6	-10	-24	-0.9	-1	-0.8	10	-6
COc1ccc(CCNC(=O)C2CC2)cc1	-2	1.8	2.5	.	-5	-0.8	-1	2.9	.	.
CCc1ccc(NC(=O)NCC2CCN(Cc3cccc(Cl)c3)CC2)cc1	1	0.5	-1.5	2	0	2.1	1	4.3	-2	-8
CCCOc1ccc2ccccc2c1/C=C1\SC(=O)NC1=O	9	-1.3	4.2	-5	-6	2.7	1	0.8	5	.
Cc1ccc2nc(-c3ccc(S(=O)(=O)N4CCCCC4)cc3)cn2c1	-2	-0.8	-0.3	5	-1	0.3	4	4.6	-5	19
(next part)
SMILES	Tat export inh	CAL PDZ FP-1	AddAB inh	SR-BI DiI inh	CAL PDZ FP-2	E coli growth	Wnt bcat act	phage Ecoli inh	SR-BI uptake up	MITF TRPM1 HTS
O=C(c1cc2ncccn2n1)N1CCc2c([nH]c3ccccc23)C1c1ccccc1F (centres undefined)	3	-0.6	2.3	21	3	3.0	0	2.0	-21	-12
CC1CCCC(C)N1C(=O)COC(=O)c1ccc(O)cc1 (centres undefined)	0	1.2	2.2	5	0	3.2	.	0.9	-5	6
OCCCNc1ncnc2[nH]ncc12	4	-0.4	.	-11	1	.	-1	4.2	11	-11
O=C(NCCc1ccccc1)c1ccco1	-3	-0.5	-0.7	-10	-1	-0.1	1	1.6	10	74
O=C(/C=C/c1cccc(F)c1)OCC(=O)N1CCc2ccccc21	-8	0.6	0.5	-20	-1	0.7	7	2.1	20	-8
CCCCn1c(N)c(N(CCC(C)C)C(=O)C(C)N2C(=O)c3ccccc3C2=O)c(=O)[nH]c1=O (centres undefined)	8	-0.8	-2.7	-24	-1	-0.3	-3	0.1	24	-3
CCc1cc(-c2n[nH]c(C)c2-c2nc3ccccc3n2C)c(O)c(CN2CCN(C)CC2)c1O	2	-2.5	1.5	-10	1	-0.6	-1	1.7	10	12
COc1ccc(/C=C(/NC(=O)c2ccccc2Cl)C(=O)NCCCC(=O)O)cc1	2	0.3	2.4	-8	-4	-1.3	-1	3.0	8	5
O=C(CNC1C(=O)Nc2ccccc21)Sc1ccccc1 (centres undefined)	9	-1.9	1.1	-11	-4	1.9	5	3.1	11	.
CC(OC(=O)C1CC(=O)N(Cc2ccccc2)C1)C(=O)Nc1ccccc1[N+](=O)[O-] (centres undefined)	2	-3.9	0.2	-7	-8	0.9	-3	3.6	7	-17
CCOC(=O)N1CCN(C(=O)c2ccc(Oc3ccc([N+](=O)[O-])cc3)cc2)CC1	1	0.0	0.8	7	4	0.1	-1	-0.5	-7	4
CCc1cc(-c2n[nH]c(=S)n2Cc2ccccc2)cs1	1	0.6	1.9	0	.	1.9	.	-0.8	0	6
CCOC(=O)c1ccc(NC(=O)CN2C(=O)NC3(CCC(C)CC3)C2=O)cc1 (centres undefined)	2	-0.7	3.9	5	.	1.8	-3	0.2	-5	4
Cn1c(=S)n(CCC(=O)O)c2ccccc21	-10	-2.1	4.3	-21	-2	0.1	-2	5.1	21	-10
CCn1c(NCc2ccc3c(c2)OCO3)nc2ccccc21	1	-1.4	1.6	-14	-3	0.2	14	2.5	14	.
NC(=O)c1ccc(-c2noc(-c3cccc(Cl)c3)n2)cc1	-44	-1.7	0.8	-11	-3	-3.2	36*	3.6	11	125*
